# Assay outcomes as filed in PubChem.
# NCI-60 one-dose screen, 48 h, at 10 µM unless noted. Numbers give growth in % (100 = growth as untreated, 0 = no growth, -100 = all killed).
# 786-0 – 786-0 renal cancer cells. 81,000 tested, 5.1% active. AID 1794775
# TK-10 – TK-10 renal cancer cells | 81,000 tested, 3.9% active | AID 1794769
# DU-145 – DU-145 prostate cancer; 81,000 tested, 4.2% active
# PC-3 – PC-3 prostate cancer cells; 80,000 tested, 3.9% active; AID 1794754
# U251 – U251 CNS tumor cells | AID 1794753 | 80,000 tested, 5.4% active
# SN12C – SN12C renal cancer cells. 81,000 tested, 3.8% active
# SF-539 – SF-539 CNS cancer. 81,000 tested, 6.8% active
# UO-31 – UO-31 renal cancer; 81,000 tested, 5.2% active; AID 1794768
# SF-295 – SF-295 CNS cancer cells; 79,000 tested, 5.6% active
# The depositor's hits bear a star; nt = not tested or not shown; & = joins results of further samples; [ ] = remark or other dose. How the source made its calls: active means growth percent below 10; inactive means the rest.
SMILES,786-0,TK-10,DU-145,PC-3,U251,SN12C,SF-539,UO-31,SF-295
CCCCCCCCCCCCCCCc1ccc(N)c(OC2OC(COC(C)=O)C(OC(C)=O)C(OC(C)=O)C2OC(C)=O)c1 (stereo not drawn),105,101,108,76,89,90,105,81,103
Cc1ccc(NC(=O)C23CC(CN4CCN(C)CC4)(C2)C3)cc1Nc1nccc(-c2cccnc2)n1,91,114,109,101,97,99,82,90,100
Cc1ccc2nc(-c3ccc(N=NNc4ccc(-c5nc6ccc(C)c(S(=O)(=O)O)c6s5)cc4)cc3)sc2c1S(=O)(=O)O,108,99,118,93,101,102,104,80,115
COc1ccc(CCNC(=O)c2ccc(Cl)c(Cl)c2)cc1OC,99,nt,118,99,100,98,106,93,96
CC[C@]12C=CCN3CC[C@@]4(c5cc([C@H]6CCC(=O)N6)c(OC)cc5N(C)[C@H]4[C@@](O)(C(=O)OC)[C@@H]1OC(C)=O)[C@@H]32,104[2.5 µM],106[2.5 µM],119[2.5 µM],96[2.5 µM],98[2.5 µM],97[2.5 µM],92[2.5 µM],86[2.5 µM],100[2.5 µM]
COc1ccc(C(=O)CSc2nc(Nc3cccc(S(N)(=O)=O)c3)c(C#N)c(C(C)C)n2)cc1,101,122,103,93,101,107,93,80,98
CCOC(=O)c1cc(C(=O)c2ccc(Br)cc2)n2ccc(/C=C/c3cc[n+](CC(=O)c4ccc(OC)cc4)cc3)cc12,nt,116,87,84,101,78,102,78,103
CC1=NS(=O)(=O)NC(C)(C)C1,98,98,120,101,112,99,nt,88,105
CCN(CC)CCOc1ccc(-c2c(-c3ccc(OC)cc3)c(=O)oc3ccccc23)cc1,94,97,125,88,89,80,99,73,109
Cc1c(Cl)ccc2c(=O)c(C(=O)O)c[nH]c12,103,94,112,90,102,95,101,75,nt
O=C(N/N=C/c1ccncc1)c1ccc(C(F)(F)F)nc1Nc1cccc(C(F)(F)F)c1,-28*,17,41,21,8.5*,38,26,8.2*,-24*
Cc1cc(=O)[nH]c(N=Nc2c(O)[nH]c3ccccc23)n1,102,112,117,98,103,102,105,85,114
CCN(Cc1ccccc1)C(=O)C1CCNCC1,101,94,108,100,101,103,103,89,99
N[C@H](Cc1ccccc1)C(=O)O,97,104,122,98,108,95,114,82,96
CCNC(=S)Nc1ncccc1OCc1cccc(Cl)c1,86,111,88,75,88,85,94,64,81
O=C1NC(=C(Cl)Cl)/C(=N/S(=O)(=O)N2CCCCC2CC2(C(F)(F)F)N=N2)N1 (stereo not drawn),-25*,63,74,60,-1.1*,96,-22*,18,99
Oc1c(Cl)cc(Cl)cc1C=Nc1cc(C(F)(F)F)ccc1N1CCc2ccccc2C1,90,112,98,70,77,79,88,45,91
CC(C)CCSc1nc(Nc2ccc(S(N)(=O)=O)cc2)c(C#N)c(-c2ccc(F)cc2)n1,53,102,52,76,43,74,65,55,66
CCCCCC1CCCCN1C(=O)OCC (stereo not drawn),88,100,105,92,97,102,107,nt,123
NCCCN1CCN(CCCNc2cccc3cccnc23)CC1,104,104,109,82,91,101,108,70,108
N#C/C(=C\c1ccc(O)cc1)n1nnc2cc(F)c(F)cc21,99,128,99,84,92,82,107,52,102
CC(=O)Nc1ncc(Cc2cc(Cl)ccc2Cl)s1,91,94,99,89,92,98,99,81,96
COc1ccc(-c2cc(-c3ccc(Nc4ncnc5cc(Cl)ccc45)cc3)nc(N3CCCC3)n2)cc1OC,101,121,106,84,99,93,95,71,106
COc1cc(F)c(/C=C/c2cc(/C=C/c3cc(OC)c(OC)cc3F)n(-c3ccccc3)n2)cc1OC,94,107,104,73,97,92,92,76,106
COC(=O)NNc1ccc([N+](=O)[O-])cc1,100,87,110,89,92,99,108,72,98
# Continuation.
SMILES,786-0,TK-10,DU-145,PC-3,U251,SN12C,SF-539,UO-31,SF-295
Cc1nn(-c2ccccc2)c(-n2ccnc2)c1/C=N/Nc1nc(-c2ccc(Br)cc2)cs1,91,84,73,61,73,71,83,48,77
NC(=O)c1cc(O)c(Br)c(O)c1,111,103,116,100,99,109,104,84,110
OC(COc1ccccc1)CN1CCN(c2cccc(Cl)c2)CC1 (stereo not drawn),98,100,118,100,105,103,123,99,122
CC(C)(C)Nc1c(-c2ccc(-c3ccccc3)cc2)nc2sccn12,107,107,91,90,93,80,98,74,89
COc1ccc(C2C=C(C)N=C3SC=NN32)cc1OC (stereo not drawn),100,101,112,83,93,107,82,91,101
COc1ccc(Cn2cc3c(c2-c2ccccc2)CCc2c(CO)noc2-3)cc1N,102,97,100,106,107,105,118,74,100
C=C(C)COC(=O)C1CC2OC2CC1C(=O)OCC(=C)C (stereo not drawn),113,103,109,100,95,98,107,nt,107
CCCCCN(C(=O)CCl)c1ccccc1,111,113,102,90,94,103,110,91,109
CCOc1cccc(N(CC)CC)c1,105,73,105,121,111,99,100,82,99
CCCCNC(=S)NNC(=S)NCCCC,105,107,108,111,98,102,106,nt,101
CCC(C)c1c(NC(=O)c2ccccc2)o[nH]c1=O (stereo not drawn),71,123,107,103,95,106,108,85,105
CNC(=O)c1cc(Cn2nc(C)c(NC(=O)c3ccc(COc4ccc(C(F)(F)F)cc4C)cc3)c2C)ccn1,71,76,73,60,64,69,83,67,43
Cc1ccc(/C=C/c2nn3c(-c4ccco4)nnc3s2)cc1C,100,116,103,90,96,91,99,81,97
Brc1ccc(/C=C/c2cc(/C=C/c3ccccc3)nc3ccccc23)cc1,96,122,104,88,96,86,99,79,110
CCOC(=O)c1c(N)sc2cc(O)ccc12,104,101,89,103,99,101,106,83,96
CCCn1c(=O)c(CCc2ccccc2)nc2c1c(=O)[nH]c(=O)n2Cc1ccccc1,101,118,122,91,101,97,95,66,96
Nc1nc(-c2n[nH]c(=S)n2-c2ccccc2)cs1,96,96,104,105,110,106,103,80,100
O=c1[nH]c2c(cc1S(=O)(=O)c1ccccc1)CCCc1ccn(Cc3ccccc3)c1-2,102,109,107,87,103,102,92,82,95
CCOc1ccc(C(=O)O)cc1,101,100,112,91,103,113,106,102,95
COc1ncc(-c2ccc3ncnc(Nc4cccc(Cl)c4)c3c2)cc1NS(=O)(=O)C1CC1,63,1.0*,26,24,60,31,27,22,34
c1ccc(C(=NNc2nc(-c3ccccc3)cs2)c2ccccc2)cc1,94,105,97,67,85,94,100,73,95
COc1ccc(-c2cc(C(=O)N3N=C(c4ccc(N)cc4)CC3c3ccc(Cl)cc3)c3ccccc3n2)cc1 (stereo not drawn),25,36,14,26,15,41,5.6*,45,22
COc1ccc(C2=Nn3c(nnc3-c3cc(OC)ccc3OC)SC2)cc1,110,150,119,92,94,98,103,84,87
CN(C)c1cccc(C(=O)O)c1,110,100,105,98,101,109,102,92,103
CC(Sc1nc2sc3c(c2c(=O)n1-c1ccc(Cl)cc1)CCCC3)C(=O)Nc1ccccc1 (stereo not drawn),95,117,103,65,79,89,94,65,84
# Next section.
SMILES,786-0,TK-10,DU-145,PC-3,U251,SN12C,SF-539,UO-31,SF-295
CNC(=O)c1ccccc1O,108,92,116,94,106,105,nt,92,99
O=[N+]([O-])c1c(S(=O)(=O)O)cc2cc(S(=O)(=O)O)ccc2c1[N+](=O)[O-],103,93,107,100,100,101,98,76,105
CC(C)=NNC(=O)c1ccncc1,93,93,108,95,98,99,99,95,100
O=C(c1nc2ccccc2[nH]1)C1C(c2ccc(Br)cc2)C2CSCN2[C@@]12C(=O)Nc1ccccc12 (stereo partly drawn),92,145,97,68,76,83,82,49,64
NS(=O)(=O)c1cccc(N/C=C/C(=O)c2ccc(F)cc2)c1,98,135,105,104,106,101,100,98,100
O=C(OCCOCCO)N(c1cccc(Br)c1)c1nc(SCCN2CCOCC2)nc2c1cnn2CC(Cl)c1ccc(Br)cc1 (stereo not drawn),-4.8*,41,41,12,15,20,-25*,-3.1*,-67*
CN1CCN(Cc2ccc(NC(=O)c3ccc(C#Cc4c(N)ncc5ccc(F)cc45)cc3)cc2C(F)(F)F)CC1,-57*,-42*,-47*,-37*,-76*,-71*,-90*,-57*,-57*
CCCCCCCCCCCCCCn1cc(C=C2C(=O)NC(=O)NC2=O)c2cc(Br)ccc21,100,110,110,106,99,104,98,94,102
CCOC(=O)Nc1ccc(-c2nc(-c3cccc(OC)c3)c(-c3ccnc(Br)c3)[nH]2)cc1,9.6*,71,52,11,39,49,22,16,-36*
O=C1/C(=C/C=C/c2ccco2)SC(=S)N1c1ccccc1,71,96,98,71,50,79,90,43,91
C=CCC(=O)N[C@H](Cc1ccc(-c2cc(Cl)cc(Cl)c2)cc1)[C@H](O)[C@@H](O)C(=O)O,94,91,104,80,86,95,95,85,100
O=S(=O)(c1ccccc1)N1CCCCC1CCc1ccccc1 (stereo not drawn),103,90,102,68,94,87,103,59,98
CCOc1ccc(N2C(=O)S/C(=C3/SC(=O)N(c4ccc(OCC)cc4)C3=O)C2=O)cc1,108,92,104,96,91,95,105,80,112
CC1(C)C(CC(=O)O)CC1C(=O)O (stereo not drawn),103,101,116,103,106,101,112,70,109
CC(C)=CCC/C(C)=C\C=N\NC(=O)c1ccncc1,99,93,105,101,93,100,95,79,nt
Nc1cc(S(=O)(=O)O)cc2ccccc12,93,102,109,79,95,103,98,95,99
O=S(=O)(NCCNc1nccc(-c2c(-c3ccccc3)nc3sccn23)n1)c1ccc(O)cc1,64,62,46,58,41,40,59,31,47
CN1c2ccccc2C(=O)N(NC(=O)Nc2ccc(F)cc2)C1c1ccc([N+](=O)[O-])cc1 (stereo not drawn),93,96,107,69,110,105,95,59,91
COc1cc(-c2csc(NC(=O)Nc3ccc(Cl)c(C(F)(F)F)c3)n2)cc(OC)c1OC,-12*,-4.3*,14,-0.3*,-9.7*,-11*,5.0*,-1.0*,-35*
COC(=O)N[C@@H](C)CNc1nccc(-c2cn(C(C)C)nc2-c2cc(Cl)cc(NS(C)(=O)=O)c2F)n1,49,52,80,91,87,67,91,17,103
COc1cc2c(C)cc(=O)oc2cc1O,99,129,106,100,103,108,104,79,95
CCOC(=O)c1cccc(NC2=C(Br)C(=O)C(C)=C(C)C2=O)c1,96,98,104,102,101,101,98,87,95
O=C1c2ccccc2CN1c1ccccc1,95,94,115,116,101,90,102,121,104
COc1ccc2c(c1)C(c1c[nH]c3ccccc13)(c1c[nH]c3ccccc13)CCO2,59,60,75,31,42,51,72,26,37
CC(=O)Nc1ccc(Cl)cc1-c1n[nH]c(=O)[nH]c1=O,101,nt,137,98,101,105,88,78,109

# 3 compounds out of the list, arranged by molar mass, high to low:
SMILES,786-0,TK-10,DU-145,PC-3,U251,SN12C,SF-539,UO-31,SF-295
COc1cc(-c2csc(NC(=O)Nc3ccc(Cl)c(C(F)(F)F)c3)n2)cc(OC)c1OC,-12*,-4.3*,14,-0.3*,-9.7*,-11*,5.0*,-1.0*,-35*
CC(=O)Nc1ccc(Cl)cc1-c1n[nH]c(=O)[nH]c1=O,101,nt,137,98,101,105,88,78,109
CC1(C)C(CC(=O)O)CC1C(=O)O (stereo not drawn),103,101,116,103,106,101,112,70,109

# The listing continues.
SMILES,786-0,TK-10,DU-145,PC-3,U251,SN12C,SF-539,UO-31,SF-295
COC(=O)c1ccc[n+](C)c1,110&103,105&94,108&110,99&80,108&97,104&103,109&105,90&98,109&103
O=C1CCC(ON(C(=O)c2ccccc2)c2ccccc2)N1 (stereo not drawn),113,107,111,99,107,104,96,92,105
O=C1CCCc2c1ccc1ccccc21,108&107,107&102,98&106,97&96,105&100,103&101,91&100,86,108
c1ccc(CSc2ncnc3nc[nH]c23)nc1,92,101,113,112,113,99,100,96,104
COc1ccc(C(c2ccc(N(C)C)cc2)c2ccc(N(C)C)cc2)cc1S(=O)(=O)O,106,94,100,112,108,114,100,93,95
Oc1ccc(/C=N\N=C\c2ccc(O)cc2)cc1,109,102,111,94,102,110,100,87,102
O=Cc1c(-c2ccccc2)nc2sc(-c3c[nH]c4ccccc34)nn12,99,111,98,73,87,89,81,72,98
O=c1oc2ccccc2cc1/C(CS(=O)(=O)c1ccccc1)=N/Nc1ccccc1,102,110,111,104,96,96,93,81,97
CCCCC(CN)(c1cccs1)c1cccs1,100,100,110,90,102,104,102,85,98
CCOC(=O)c1c(NC(=O)c2ccccc2)sc2c(O)c(CN(CC)CC)ccc12,18,20,-27*,23,1.7*,24,6.4*,38,nt
CC(=O)N1N=C(c2ccc(Nc3nc(NCCO)nc(NCCO)n3)cc2)CC1c1ccc(Cl)cc1 (stereo not drawn),89,83,99,81,94,99,90,97,97

# Of the compounds above, these have two or more sulfur atoms.
SMILES,786-0,TK-10,DU-145,PC-3,U251,SN12C,SF-539,UO-31,SF-295
Cc1ccc2nc(-c3ccc(N=NNc4ccc(-c5nc6ccc(C)c(S(=O)(=O)O)c6s5)cc4)cc3)sc2c1S(=O)(=O)O,108,99,118,93,101,102,104,80,115
COc1ccc(C(=O)CSc2nc(Nc3cccc(S(N)(=O)=O)c3)c(C#N)c(C(C)C)n2)cc1,101,122,103,93,101,107,93,80,98
CC(C)CCSc1nc(Nc2ccc(S(N)(=O)=O)cc2)c(C#N)c(-c2ccc(F)cc2)n1,53,102,52,76,43,74,65,55,66
CCCCNC(=S)NNC(=S)NCCCC,105,107,108,111,98,102,106,nt,101
Nc1nc(-c2n[nH]c(=S)n2-c2ccccc2)cs1,96,96,104,105,110,106,103,80,100
CC(Sc1nc2sc3c(c2c(=O)n1-c1ccc(Cl)cc1)CCCC3)C(=O)Nc1ccccc1 (stereo not drawn),95,117,103,65,79,89,94,65,84
O=[N+]([O-])c1c(S(=O)(=O)O)cc2cc(S(=O)(=O)O)ccc2c1[N+](=O)[O-],103,93,107,100,100,101,98,76,105
O=C1/C(=C/C=C/c2ccco2)SC(=S)N1c1ccccc1,71,96,98,71,50,79,90,43,91
CCOc1ccc(N2C(=O)S/C(=C3/SC(=O)N(c4ccc(OCC)cc4)C3=O)C2=O)cc1,108,92,104,96,91,95,105,80,112
O=S(=O)(NCCNc1nccc(-c2c(-c3ccccc3)nc3sccn23)n1)c1ccc(O)cc1,64,62,46,58,41,40,59,31,47
CCCCC(CN)(c1cccs1)c1cccs1,100,100,110,90,102,104,102,85,98
